Screening data as filed in PubChem.
LGR2 inh – inhibitors of bursicon-induced LGR2 CRE-luciferase signal, primary screen, cell-based, HEK293, CRE-luciferase reporter, bursicon stimulation. Drosophila bursicon receptor LGR2 (rickets). AID 720647, 2013. bursicon-stimulated, 4 h. 380,000 compounds, 0.35% hits. inhibition, % at 9.99 µM;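 active = drop in luminescence signal, shown as inhibition above about 50% in the replicate tests, limit read from the data, passing the limit was not always enough; inconclusive = probably only some replicates passing the limit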;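 also: agonist challenge used bursicon conditioned medium at about half maximal strength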
ERAP1 inh – human ERAP1 aminopeptidase inhibitors, primary screen, biochemical, single point, plate reader. Endoplasmic reticulum aminopeptidase 1 (Homo sapiens), Q9NZ08. recombinant ERAP1, Leu-AMC fluorescence, 60 min. inhibition, % at 10.7 µM. 340,000 compounds, 0.15% hits;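 active = mean replicate inhibition of at least 30%, or all replicates individually reaching that 30% level; inactive = mean below 30% and not every replicate reaching it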;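 also: 0% = neutral control wells and 100% = L-leucinethiol positive control wells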
Cneo AK release – Cryptococcus neoformans cell lysis inducers, primary screen, AK release luminescence, single concentration | C. neoformans lysis, adenylate kinase release luminescence, 4 h; normalised: neutral wells 0, clomiphene wells 100 | lysis activity, % at 15 µM | AID 651654, 2012 | 360,000 compounds, 0.2% hits;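 active = mean lysis activity across replicates of at least 80%, whatever share of replicates individually reach that level; inactive = mean lysis activity below 80%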
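Material – log-phase Cryptococcus neoformans yeast cells · Input – 5 × 10^6 yeast cells/mL · Medium – fresh YPD growth medium · Doses – single compound concentration per well · Timing – static 4 h at 37 °C with compound, 1 h detection · Detection – adenylate kinase release luminescence · Read-out – signal increase indicating cell lysis · Control set – Clomiphene as positive lysis control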
PGC1a acetyl inh – inhibitors of PGC1a acetylation signal, primary screen, cell-based, U2OS, AlphaScreen, inhibitor mode. AlphaScreen anti-acetyl-lysine; with virally co-expressed GCN5 acetyltransferase. inhibition, % at 15.6 µM. 350,000 compounds, 0.17% hits. AID 651687, 2012;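 active = every replicate shows inhibition of at least 40%; inconclusive = mean inhibition at least 40% but some replicate below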;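 also: 0% = neutral control wells and 100% = positive control wells; some results beyond the cut were filed as inactive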
S100A4 inh HTS – inhibitors of S100A4-myosin IIA peptide binding, primary screen, biochemical, fluorescence polarization, TAMRA-MyoIIA peptide; Protein S100-A4 (Homo sapiens), P26447; inhibition, % at 10.7 µM; 360,000 compounds, 0.14% hits; AID 652163, 2013;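 active = mean inhibition of at least 70% across replicates, with every replicate also reaching that level; inconclusive = mean inhibition reaches 70% but some replicates fall short; inactive = mean inhibition below 70%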
Target sequence (P26447 whole entry, looked up): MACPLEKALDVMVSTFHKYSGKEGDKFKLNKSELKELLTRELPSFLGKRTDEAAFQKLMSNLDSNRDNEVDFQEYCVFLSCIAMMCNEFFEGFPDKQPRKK
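Compound dosing: one dose per compound; test system: human S100A4 monomer with TAMRA-labelled myosin IIA peptide; probe or stimulus: TAMRA-labelled myosin IIA heavy-chain peptide probe, 5 nM; medium: HEPES buffer with Ca2+, pH 7.2; schedule: 5 min incubation before reading; benchmarks: neutral control DMSO, positive control TFP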
Xi reactivation – activators of inactive X chromosome reactivation, primary screen, imaging, XiGFP fibroblasts, GFP high-content imaging, set 2 | XiGFP mouse fibroblasts, % GFP-positive cells imaging, 3 d; cells co-treated with 5-aza-dC sensitizer; scaled so ellipticine positive control = 100% | 360,000 compounds, 0.055% hits | AID 743238, 2013 | activation, % at 7.58 µM;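 active = mean normalized replicate activation at least 10% and every replicate at or above 10%; inconclusive = only one of the two criteria met; inactive = mean below 10% and not all replicates reach 10%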;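 also: 0% = median of on-plate neutral control wells and 100% = ellipticine 6 µM median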
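System: SV40-immortalized XiGFP fibroblast cells, line 68-5-11 / Incubation: 3-day compound exposure, then 15 min fixation at room temperature / Compound: single concentration per compound, delivered by pin transfer / Buffer or medium: DMEM plus 5-aza-dC sensitizer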
SIRT5 inh – SIRT5 desuccinylase inhibitors, primary screen, biochemical, fluorescence imaging, single point, set 5; 330,000 compounds, 1.1% hits; Purified SirT5, succinyl-peptide AMC, trypsin-coupled fluorescence; NAD-dependent protein deacylase sirtuin-5, mitochondrial (Homo sapiens), Q9NXA8; inhibition, % at 15 µM; in the data active = inhibition above about 15%; inconclusive = no clear call, values can overlap the other calls
Target sequence (Q9NXA8 whole entry, looked up): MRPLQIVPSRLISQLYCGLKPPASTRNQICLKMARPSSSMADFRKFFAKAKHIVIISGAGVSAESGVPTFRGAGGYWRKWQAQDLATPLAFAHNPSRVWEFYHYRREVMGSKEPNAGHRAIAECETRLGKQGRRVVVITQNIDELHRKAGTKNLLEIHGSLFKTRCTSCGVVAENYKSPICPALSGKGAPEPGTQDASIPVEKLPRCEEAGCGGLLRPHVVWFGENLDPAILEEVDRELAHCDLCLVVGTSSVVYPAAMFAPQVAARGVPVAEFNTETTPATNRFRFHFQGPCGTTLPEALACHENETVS
C2C12 statin – suppressors of statin myotoxicity in C2C12 myotubes, primary screen, cell-based, single point, plate reader. C2C12 myotubes + simvastatin, ATP luminescence, 48 h; scaled: DMSO 0, geranylgeraniol control 100. rescue of ATP level, % at 7.49 µM. 330,000 compounds, 0.78% hits. AID 602340, 2012;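 active = mean ATP rescue above about 67%, or every replicate alone reaching that limit, limit read from the data, passing the limit was not always enough; inconclusive = no clear call, values can overlap the other calls; inactive = mean under the limit and some replicate under it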;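 also: myotubes were challenged with 10 µM simvastatin during compound exposure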
Starred values were filed as active, the others as inactive; ? = inconclusive; / = not tested or not shown; & = joins results of further samples. Some of the compounds tested, so the mix of outcomes need not match the whole.

molecule,LGR2 inh,ERAP1 inh,Cneo AK release,PGC1a acetyl inh,S100A4 inh HTS,Xi reactivation,SIRT5 inh,C2C12 statin
CC=Cc1ccc2n(c1=O)C[C@@H]1[C@@H](CO)[C@H](C(=O)NC3CCC3)[C@H]2N1Cc1ccncc1 (mixture of isomers),-1,1,/,4,11,-0.1,-14,/
CC(C)NC(=O)N(C)C[C@@H]1Oc2c(NC(=O)c3nc4ccccc4s3)cccc2C(=O)N([C@@H](C)CO)C[C@H]1C,6,-2,53,5,-2,0.0,2,/
C[C@H](CO)N1C[C@H](C)[C@H](CN(C)Cc2ccncc2)Oc2ncc(C#Cc3ccc(C(F)(F)F)cc3)cc2C1=O,6,-1,2,10,2,0.9,-2,23
CCCN1C[C@@H](C)[C@H](OC)CN(C)C(=O)c2cc(NC(=O)C3CCC3)ccc2OC[C@@H]1C,15,/,1,-6,/,0.2,/,1
Cc1c(C(=O)N2CCOCC2)c(S(=O)(=O)Nc2ccc(F)cc2)c(C)n1C,9,1,4,4,-40,0.0,3,-1
Cc1ccc(NC(=O)CC2S/C(=N/N=C/C=C/c3ccccc3)NC2=O)cc1Cl (configuration not stated),5,-1,/,/,3,0.0,-9,/
Cc1ccc(S(=O)(=O)Cc2ccc(C(=O)NCCc3ccccc3)o2)cc1,-7,-3,-2,-7,2,0.0,-3,-8
O=S1(=O)CCSC[C@@H](CN2CCN(c3ccccc3)CC2)N1,-3,-1,/,/,10,-0.1,-3,/
COc1ccc(CNC(=O)N(C)C[C@@H]2OCc3ccccc3-c3c(n(C)c4ccccc34)C(=O)N([C@H](C)CO)C[C@H]2C)cc1,6,2,-3,5,-7,0.1,11,7
O=C(O)c1ccc(-c2noc(-c3ccccc3Cl)n2)cc1,?,-1,-4,/,-2,0.0,3,-19
COc1cc([N+](=O)[O-])cc2sc(NC(=O)c3c(F)cccc3F)nc12,11,4,/,4,-4,0.2,-2,/
CCN1C(=O)[C@H]2[C@@H](c3ccc(-c4ccc(F)cc4)c(OC)c3)N3CCC[C@@]3(C(=O)OC)[C@H]2C1=O,16,2,0,15,-3,0.2,-2,-17
CCOC(=O)C1CCN(C(=O)Nc2ccc3snnc3c2)CC1,-1,2,3,17,-1,/,2,/
O=C(CCCn1cncn1)N1CCCC(N2CCN(c3ccc(F)cc3)CC2)C1 (configuration not stated),8,-3,3,/,1,0.1,1,7
CC(C)NC(=O)N(C)C[C@H]1OCCCC[C@H](C)Oc2ccc(NS(=O)(=O)c3cn(C)cn3)cc2C(=O)N([C@@H](C)CO)C[C@@H]1C,11,2,3,13,46,0.0,5,/
CCOc1ccccc1C(c1c(C)n(C)n(-c2ccccc2)c1=O)c1c(C)n(C)n(-c2ccccc2)c1=O,3,1,-1,/,1,0.0,-2,2
O=c1cc(-c2cccc(Cl)c2)oc2cccc(O)c12,-12,-3,1,/,2,0.0,/,6
CC(OC(=O)[C@@H](NC(=O)c1ccco1)C(C)C)C(=O)Nc1ncc(Cl)cc1Cl (some centres not stated),12,-1,2,5,-3,0.6,-1,-3
Cc1ccc(N(C)S(=O)(=O)c2ccc(-c3cnc(C4CC4)o3)cc2)cc1,-14,1,-8,-14,1,2.1,-2,-31
C=CCNc1nnc(Sc2ncccc2[N+](=O)[O-])s1,22,-1,/,-4,5,0.1,1,/
Cc1c(Cl)ccc2c(C(=O)NCCCn3nccc3C)cc(-c3ccccn3)nc12,-7,-2,0,-4,-8,0.3,-1,/
CC(=O)OCC1=C(C(=O)O)N2C(=O)C(NC(=O)CCn3nc(C)c(Cl)c3C)C2SC1 (configuration not stated),8,-2,/,-9,-5,0.3,-2,/
O=C(Nc1ccc(-c2ccccc2)cc1)[C@H]1[C@H](CO)[C@H]2Cn3c(cccc3=O)[C@H]2N1CC1CCOCC1,16,1,-5,/,-4,0.1,0,-22
CCCCN1CN(Cc2ccccc2)CNC1=S,0,0,-3,/,3,0.0,0,/
COC(=O)C1=C(C)NC2=C(C(=O)CC(C)(C)C2)C1c1ccccn1 (configuration not stated),6,11,-3,5,-1,/,-6,41
CC(C)C[C@H](NC(=O)OC(C)(C)C)C(=O)N[C@@H](CO)[C@H](O)[C@@H]1C[C@@H]1C(=O)N1CCCC1,-6,0,1,4,-2,0.3,-1,-12
COC(=O)Cc1ccc(NC(=O)C(c2ccccc2)c2ccccc2)cc1,12,-1,/,/,3,0.1,0,/
COC(=O)[C@]1(Cc2ccccc2)N[C@H](c2ccc(-c3cccc(Cl)c3)c(OC)c2)[C@@H]2C(=O)N(C)C(=O)[C@@H]21,20,1,2,-9,0,0.5,-6,15
Cc1ccccc1Cn1ccc(NC(=O)c2onc(C)c2Cl)n1,-42,-1,0,-7,2,0.2,-3,0
O=S(=O)(c1ccc(-n2cnnn2)cc1)N1CCNCC1,3,2,2,/,-2,0.0,-3,3
C[C@@H]1CN([C@@H](C)CO)C(=O)c2cc(NC(=O)NC3CCCCC3)ccc2O[C@@H]1CN(C)Cc1ccc(-c2ccccc2)cc1,-3,-1,3,12,-1,-0.1,10,/
CSc1ccc(CNc2cccc3ccccc23)cc1,-22,-3,1,-11,-5,/,-3,0
COc1ccc(C(=O)NC(=S)N(C)C2CCCCC2)cc1Br,-17,2,13,1,-1,0.0,-3,-3
CC(C)NC(=O)N[C@@H]1CC[C@@H](CCNC(=O)C2CCCC2)O[C@H]1CO,12,1,2,-1,1,-0.2,-5,-4
CN(C)CC(=O)N1CC2(C1)[C@H](c1ccccc1)[C@H](CO)N2C(=O)C1CCCCC1,1,-2,/,-6,-2,0.1,2,/
CN(CCc1ccccn1)C(=O)Nc1ccc(Cl)cc1,7,/,1,-9,/,/,/,-3

Fetched by compound from above, 2 records:
molecule,LGR2 inh,ERAP1 inh,Cneo AK release,PGC1a acetyl inh,S100A4 inh HTS,Xi reactivation,SIRT5 inh,C2C12 statin
C[C@@H]1CN([C@@H](C)CO)C(=O)c2cc(NC(=O)NC3CCCCC3)ccc2O[C@@H]1CN(C)Cc1ccc(-c2ccccc2)cc1,-3,-1,3,12,-1,-0.1,10,/
COc1ccc(C(=O)NC(=S)N(C)C2CCCCC2)cc1Br,-17,2,13,1,-1,0.0,-3,-3

Further entries follow:
molecule,LGR2 inh,ERAP1 inh,Cneo AK release,PGC1a acetyl inh,S100A4 inh HTS,Xi reactivation,SIRT5 inh,C2C12 statin
COC(=O)C[C@@H]1CC[C@H]2[C@@H](COc3ccc(NC(=O)c4ccc(C(F)(F)F)cc4)cc3C(=O)N2C)O1,10,-4,-7,-1,5,0.0,3,-4
CC(C)(C)c1csc(NC(=O)c2c(F)c(F)c(F)c(F)c2F)n1,7,-2,0,/,2,0.1,1,16
CO[C@@H]1CN(C)C(=O)c2cc(NC(C)=O)ccc2OC[C@H](C)N(Cc2nccs2)C[C@H]1C,-4,/,0,7,-1,0.2,-6,12
Cc1ccc(F)cc1-c1cc(C(=O)NCc2cc(C(F)(F)F)cc(C(F)(F)F)c2)[nH]n1,6,0,-3,2,-2,-0.1,-1,-3
COc1ccc([N+](=O)[O-])cc1N(CC(O)CN(CC(C)C)CC(C)C)S(=O)(=O)c1ccccc1 (configuration not stated),17&11,2&1,2,-17,2&0,/,0,-29
COc1ccc2c(c1)CCc1c-2n[nH]c1C(=O)NCCC(C)C,-36,-1,-3,-8,-7,0.3,-7,-29
COc1ccc(C2=Nc3ccccc3NC(=O)C2N(Cc2ccccc2)C(=O)C2=NNC(=O)CC2)cc1 (configuration not stated),-6,2,1,-1,2,-0.1,1,1
COc1ccc(NC(=O)N2CCN(c3nc(-c4cccc(OC)c4)cs3)CC2)cc1,30,/,-5,-15,/,/,/,29
Clc1cccc(Nc2nc(N3CCOCC3)nc(N3CCOCC3)n2)c1,3,2,18,-8,-1,0.0,0,-23
COc1cccc(C(C)(O)c2nc(-c3cccs3)cs2)c1 (configuration not stated),21,-2,-2,-14,-4,0.0,/,3
CSc1ccccc1C(=O)N1CCC2(CC1)CC(=O)c1ccccc1O2,8,-1,2,20,0,-0.1,-2,-1
CCCNC(=O)[C@H]1[C@H](CO)[C@H]2Cn3c(ccc(/C=C/c4ccccc4)c3=O)[C@@H]1N2C(=O)c1ccncc1,-15,3,-1,/,17,0.2,-22,-14
CC(C)[C@H](NC(=O)N1CC(=O)Nc2ccccc21)C(=O)N[C@@H](Cc1c[nH]c2ccccc12)C(=O)O,9,4,-1,13,-16,/,0,-19
CC(C)CC#Cc1cnc2c(c1)C(=O)N([C@H](C)CO)C[C@H](C)[C@@H](CN(C)S(C)(=O)=O)O2,-15,-6,-4,-13,0,-1.0,1,4
COc1ccc(C2=NN(C(=O)CSc3ncccn3)C(c3ccc(OC)cc3)C2)cc1 (configuration not stated),-5,-3,/,/,-3,0.0,-3,/
O=C(NC[C@H]1CC[C@@H]2[C@@H](CN2Cc2ccc(Oc3ccccc3)cc2)O1)C1CCOCC1,/,3,/,0,-1,/,-5,/
COc1ccc(Nc2nccc3c2ncn3C)cc1,31,7,/,6,4,-0.1,-6,/
COC(=O)c1sc(S(=O)(=O)Oc2ccccc2NC(C)=O)c(C(=O)OC)c1C,27,2,0,3,0,0.1,0,-7
CCC(=O)Nc1ccc2c(c1)C(=O)N(C)C[C@@H](OC)[C@@H](C)CN(CC1CCCCC1)[C@@H](C)CO2,-4,-4,-1,-25,-2,0.3,8,4
Cc1cc(C(=O)Nc2ccc(F)cc2)c2ccccc2n1,-8,/,0,-2,-3,0.2,-2,-1
COc1cc(OC)cc(C(=O)Nc2nc(CC(=O)NC(C)c3ccccc3)cs2)c1 (configuration not stated),12,1,0,12,-3,0.0,1,3
Cc1cccc(C(=O)Nc2nc3ccc(S(C)(=O)=O)cc3s2)c1,-34,-1,22,3,-4,0.2,-1,-21
CN(c1ccccc1)S(=O)(=O)c1cccc(NC(=O)c2ccc(=O)[nH]n2)c1,9,1,1,-14,3,0.0,-2,1
O=C(CNC(=O)C1COc2ccccc2O1)Nc1cc(Cl)ccc1Cl (configuration not stated),8,-1,1,-4,-4,0.0,1,-13
COc1ccc2c3c([nH]c2c1)[C@@H](CO)N(Cc1ccccc1F)CC31CCN(C(=O)C2CCC2)CC1,-14,0,/,/,-3,0.4,1,/
